# IL-2 act – qHTS of IL-2 Activators; IL-2 activation reporter assay, cell-based qHTS; stimulated with anti-CD3/CD4/CD28 beads; in transgenic mouse T cells; activation, % (series mostly up to about 46 µM); 360,000 tested, 0.065% active; AID 652025, 2013; in the data active means activation above about 50%; inconclusive means mostly about 30% to 49%; further: 0% is about no effect
#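 Readout: EGFP and DsRed signals by fluorescent plate cytometry. Unstimulated transgenic mouse T cells received compound 60 min before antibody-bead stimulation, then incubated 18 h at 37 degrees C.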
# EPAC1 antag – qHTS for Antagonist of cAMP-regulated guanine nucleotide exchange factor 3 (EPAC1): primary screen | Rap guanine nucleotide exchange factor 3 (Homo sapiens), O95398 | EPAC1 GEF assay, Rap1b-BODIPY-GDP exchange fluorescence | Potency, µM (highest dose often 115 µM), for the others: top-dose activity change, negative = inhibition, most hits filed as inhibitors | 360,000 tested, 0.14% active | AID 720709, 2013;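 further: potency means the concentration at half of the fitted maximal effect; plate controls were vehicle for no effect and positive control for full effect; nearly all actives have a fitted effect of over 50% in size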
# PLK1 PBD inh – qHTS for Inhibitors of PLK1-PDB (polo-like kinase 1 - polo-box domain): Primary Screen. Potency, µM, inactives show max response, negative = inhibition, usual class: inhibitors. Plk1 PBD binding of FITC phosphopeptide, fluorescence polarization. 360,000 tested, 2.8% active; further: potency means the concentration at half of the fitted maximal effect; series mostly up to about 57 µM; on the % scale 0 is the no-effect control and ±100 the full control effect; nearly all actives have a fitted effect of over 65% in size
# Target sequence (P53350 whole entry, looked up, the tested form may be a part): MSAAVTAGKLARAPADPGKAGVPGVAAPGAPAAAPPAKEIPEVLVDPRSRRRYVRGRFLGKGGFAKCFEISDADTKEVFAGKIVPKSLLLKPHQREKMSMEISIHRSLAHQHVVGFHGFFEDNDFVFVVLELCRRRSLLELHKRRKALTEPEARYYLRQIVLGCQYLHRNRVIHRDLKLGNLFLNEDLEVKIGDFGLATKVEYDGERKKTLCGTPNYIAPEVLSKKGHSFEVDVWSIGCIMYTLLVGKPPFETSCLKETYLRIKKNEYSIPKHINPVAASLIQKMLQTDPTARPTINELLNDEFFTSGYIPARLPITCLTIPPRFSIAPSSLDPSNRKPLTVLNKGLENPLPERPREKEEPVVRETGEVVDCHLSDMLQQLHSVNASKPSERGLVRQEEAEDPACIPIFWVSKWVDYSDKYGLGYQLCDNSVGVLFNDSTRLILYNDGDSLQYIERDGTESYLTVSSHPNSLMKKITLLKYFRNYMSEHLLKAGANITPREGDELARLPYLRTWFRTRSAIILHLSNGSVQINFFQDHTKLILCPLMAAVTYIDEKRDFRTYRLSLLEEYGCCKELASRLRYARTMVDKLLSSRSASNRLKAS
# GLP-1R agonist – qHTS of GLP-1 Receptor Agonists; Glucagon-like peptide 1 receptor (Homo sapiens), P43220; HEK293 GLP-1R CRE-luciferase, luminescence, 4-6 h; cells express a hypersensitive GLP-1R form; Potency, µM (series often up to 45.6 µM), for the others: at the top dose activation, usual class: activators; 380,000 tested, 0.007% active; further: potency means the concentration at half of the fitted maximal effect; % of control where 0% means no effect
# EPAC1 ag – qHTS for Agonist of cAMP-regulated guanine nucleotide exchange factor 3 (EPAC1): primary screen; EPAC1 agonist qHTS, biochemical assay; response scale: 100% = response to 6.5 mM cAMP; 360,000 tested, 0.073% active; Rap guanine nucleotide exchange factor 3 (Homo sapiens), O95398; Potency, µM (doses to about 154 µM), for inactives: at the highest dose activation, most hits filed as activators; further: potency means the concentration at half of the fitted maximal effect; nearly all actives have a fitted effect of over 60% in size
#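 Nucleotide exchange assay: 100 nM EPAC1 with 250 nM Rap1B loaded with BODIPY-GDP and 50 uM GDP, room temperature. Fluorescence (480/540 nm) read every 5 min for 30 min; signal change normalized to 6.5 mM cAMP as full agonist.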
# PTHR1 ag – qHTS for PTHR1 Agonists: Primary Screen. 410,000 tested, 0.075% active. HEK293 GP2 PTHR1 cells, GloSensor cAMP luminescence, 1 h. AID 743266, 2014. Parathyroid hormone/parathyroid hormone-related peptide receptor (Homo sapiens), Q03431. Potency, µM (doses to about 115 µM), without a hit: at the top dose activation, actives largely listed as activators; further: potency means the concentration at half of the fitted maximal effect; nearly all actives have a fitted effect of over 55% in size; some results filed as inactive show a strong effect at the top dose; inactives centre near -15; many of its hits are not listed in these tables
#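 HEK-293-derived GP2 cells expressing PTHR1 and a GloSensor cAMP reporter, 3,000/well, plated overnight, given luciferin plus IBMX (each 0.5 mM as added) for 1 h at 37 °C, then compound for 1 h at 37 °C. Luminescence was read after 15 min at room temperature.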
# PI5P4Ka inh – qHTS for Inhibitors of phosphatidylinositol 5-phosphate 4-kinase (PI5P4K) | Phosphatidylinositol 5-phosphate 4-kinase type-2 alpha (Homo sapiens), P48426 | PI5P4Kalpha enzyme, ADP-Glo luminescence, 60 min; active compounds read low | max response, % | 330,000 tested, 1.2% active | AID 652105, 2013; active means max response of -50% or lower; inconclusive means between -30% and -50%; inactive means -30% or higher; further: value at the top dose of about 77 µM; on the % scale 0 is the no-effect control and ±100 the full control effect
# Target sequence (P48426 whole entry, looked up): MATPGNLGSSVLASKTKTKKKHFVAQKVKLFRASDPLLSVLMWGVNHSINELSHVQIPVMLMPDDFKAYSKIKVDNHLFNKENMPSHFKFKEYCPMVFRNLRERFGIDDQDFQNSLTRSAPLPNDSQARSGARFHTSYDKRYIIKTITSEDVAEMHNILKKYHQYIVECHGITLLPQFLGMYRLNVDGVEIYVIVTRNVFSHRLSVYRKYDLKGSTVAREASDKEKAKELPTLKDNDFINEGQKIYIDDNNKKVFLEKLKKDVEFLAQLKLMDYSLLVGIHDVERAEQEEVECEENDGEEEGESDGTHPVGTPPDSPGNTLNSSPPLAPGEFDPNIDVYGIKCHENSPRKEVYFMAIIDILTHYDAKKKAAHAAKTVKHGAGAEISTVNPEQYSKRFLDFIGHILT
#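 Human PI5P4Kalpha with substrate in 0.038 M HEPES pH 7.4, 0.28 mM EGTA, 0.1% CHAPS, 5% DMSO; reaction started with 5 microM ATP (final), 60 min at room temperature. ADP formed read by ADP-Glo luminescence.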
# GLP1R cytotox – qHTS of GLP-1 Receptor Inverse Agonists: Cytotox Screen; HEK293 cAMP-luciferase reporter cells, luminescence, 24 h; Potency, µM (doses to about 38.3 µM), without a hit: at the top dose activity change, negative = inhibition, actives largely listed as inhibitors; 410,000 tested, 0.13% active; AID 624418, 2012;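 further: loss of luciferase light is scored as toxicity; potency means the concentration at half of the fitted maximal effect; on the % scale 0 is the no-effect control and ±100 the full control effect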
#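 Step one: seed cells (200 cells/uL, DMEM with 10% Nu serum, 1% pen-strep). Step two: 12-hour incubation at 37 deg C. Step three: pin 23 nL compound, incubate 24 hr. Step four: add luciferase reagent, read luminescence 12 min later.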
# GLP1R inv ag – qHTS of GLP-1 Receptor Inverse Agonists (Inhibition Mode) | Glucagon-like peptide 1 receptor (Homo sapiens), P43220 | HEK293 GLP-1R CRE-luciferase, luminescence, 24 h; GLP-1R form is constitutively active | Potency, µM (series often up to 38.3 µM), inactives show at the top dose activity change, negative = inhibition, hits mostly inhibitors | 410,000 tested, 1.6% active | AID 624417, 2012; further: potency means the concentration at half of the fitted maximal effect; on the % scale 0 is the no-effect control and ±100 the full control effect; nearly all actives have a fitted effect of over 55% in size
#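 HEK293 cells stably co-expressing a cAMP-responsive luciferase reporter and constitutively active GLP-1R were seeded, incubated 12 h, then exposed to compounds for 24 h at 37 C. Luminescence was read 12 min after detection reagent; inverse agonists lower signal.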
# Starred values were filed as active, the others as inactive; i = inactive; ? = inconclusive; nt = not tested or not shown; [ ] = remark or other dose. Unless noted, the call rests on the fitted dose curve; in most records, active means well fitted curve in the direction sought with a large enough effect; inconclusive means small, poorly fitted or top-dose-only effect, or another doubt; inactive means no such curve, though single readings can be large; an effect the other way counts as inactive or inconclusive.
SMILES,IL-2 act,EPAC1 antag,PLK1 PBD inh,GLP-1R agonist,EPAC1 ag,PTHR1 ag,PI5P4Ka inh,GLP1R cytotox,GLP1R inv ag
c1csc(Cn2c(-c3cccs3)nc3ccccc32)c1,2.4,-14%,-7%,10%,19%,i,nt,-25%,0%
Cc1ccc(S(=O)(=O)Cc2ccc(C(=O)N3CCCCC3C)cc2)cc1 (stereo not drawn),-4.0,6%,-15%,0%,-3%,-39%[inhibitor],-16,4%,?
CCCC(C(=O)Nc1ccc(S(=O)(=O)Nc2nccs2)cc1)c1ccccc1 (stereo not drawn),-1.6,-1%,-10%,-2%,6%,-33%[inhibitor],9,9%,-8%
CCCCNC(=O)CN(c1cccc(F)c1)S(C)(=O)=O,1.6,9%,-6%,2%,2%,-12%[57.5 µM],4,-12%,-8%
CSCCC(NC(=O)c1ccco1)C(=O)N1CCC(C(N)=O)CC1 (stereo not drawn),-1.2,-3%,0%,-5%,1%,i,0,3%,1%
COC(=O)[C@]12CCCCC=C1N(Cc1ccc(Cl)cc1Cl)C(=O)[C@H](CC(=O)NCc1cccc3ccccc13)C2,-0.4,-14%,-11%,-4%,3%,-32%[inhibitor],20,4%,?
CC(/C=N/n1c(-c2ccco2)n[nH]c1=S)=C\c1ccco1,0.2,-17%,-29%,-2%,15%,-18%,-28,1%,16%
CCCCCCCCN1C(=O)[C@H](CC(=O)NCCCCc2ccccc2)C[C@@]2(C(=O)OCC)CCCC=C12,-0.8,-9%,-5%,0%,-7%,i,15,-3%,7.1µM*
NNC(=O)CN1CCN(c2ncc(C(F)(F)F)cc2Cl)CC1,0.2,-10%,-5%,4%,-11%,-21%,12,0%,?
CC1(C(=O)O)CCN1C(=O)c1ccccc1F (stereo not drawn),-0.7,-14%,-3%,-4%,14%,-14%,1,3%,16%
CC(C)Oc1ccccc1OCCCOc1cccc2cccnc12,1.0,-4%,-2%,34%,1%,-14%,-5,1%,?
COC(=O)c1cccc(Nc2ncnc3sccc23)c1,-4.4,-2%,0%,5%,-7%,-38%[inhibitor],2,-2%,7%
COc1ccc(CCNC(=O)C2(C)CCC(=O)N2Cc2ccc(F)cc2Cl)cc1OC (stereo not drawn),-0.9,8%,1%,7%,-16%,i,-10,-6%,24%
CCC(C)N1CCN(S(=O)(=O)c2ccc(NC(C)=O)cc2)CC1 (stereo not drawn),-1.6,-3%,6%,0%,-4%,i,10,4%,14%
CCN1CCN(C(=O)c2ccc3c(=O)n(CCC4=CCCCC4)c(=O)[nH]c3c2)CC1,-1.6,0%,-11%,3%,-1%,12%,0,11%,?
Cc1nnc(N/N=C/c2ccccc2O)n1N,-1.6,-24%,0%,-3%,-5%,i,1,-25%,6%
COc1ccc2c(c1)CCc1c(C(=O)NCc3ccco3)noc1-2,-1.5,-14%,-4%,1%,15%,-19%,nt,-7%,0%
COCC(=O)Nc1c(C(=O)Nc2ccccc2OC)oc2ccccc12,4.3,7%,0%,1%,-4%,i,nt,0%,24%
Cc1nn(CC(=O)NCCC2=CCCCC2)c(C)c1[N+](=O)[O-],2.8,5%,6%,11%,1%,i,7,-1%,3%
CCC1(N(C(C)=O)c2ccc(OC)cc2)C(=O)c2ccccc2C1=O,-0.2,5%,-5%,1%,3%,i,nt,0%,0%
CC12CCCC(C(C#N)C(N)=O)(C1)NC(=O)C2C#N (stereo not drawn),-0.2,-18%,-7%,1%,4%,23%,-1,9%,12%
C=CCN(c1ccc(C(=O)Nc2cccc(C)c2)cc1)S(C)(=O)=O,0.7,-7%,-17%,13%,6%,-19%,2,0%,-22%
CCOC(=O)C1CCCN(C(=O)c2cn(C)c(=O)c3cc(OC)c(OC)cc23)C1 (stereo not drawn),-0.4,0%,-10%,-1%,4%,i,-4,-10%,18%
Cn1nnc2c[n+](CC(=O)c3ccc4ccccc4c3)cc(Br)c21,1.9,-11%,-15%,1%,4%,-14%,6,?,?
COc1ccc(N/C=C/C(=O)c2ccc(C)cc2)c([N+](=O)[O-])c1,-1.7,8%,-15%,-12%,-9%,-20%,7,-4%,18%

# Next section, overlapping the part above by 2 compounds.
SMILES,IL-2 act,EPAC1 antag,PLK1 PBD inh,GLP-1R agonist,EPAC1 ag,PTHR1 ag,PI5P4Ka inh,GLP1R cytotox,GLP1R inv ag
Cn1nnc2c[n+](CC(=O)c3ccc4ccccc4c3)cc(Br)c21,1.9,-11%,-15%,1%,4%,-14%,6,?,?
COc1ccc(N/C=C/C(=O)c2ccc(C)cc2)c([N+](=O)[O-])c1,-1.7,8%,-15%,-12%,-9%,-20%,7,-4%,18%
CC(C)(C)NC(=O)/C(=C\C=C\c1ccccc1)NC(=O)c1ccc([N+](=O)[O-])cc1,-0.8,-6%,-14%,-1%,-26%,-3%,-2,?,-19%
C[C@H](CO)N1C[C@H](C)[C@@H](CN(C)S(=O)(=O)c2ccccc2)Oc2ccc(NC(=O)Nc3ccccc3)cc2C1=O,0.2,-15%,1%,4%,-8%,-57%[inhibitor],2,-15%,-14%
O=C(CN1CCN(c2ccccn2)CC1)Nc1nc2ccccc2s1,1.4,-22%,-8%,2%,19%,-40%[inhibitor],0,-13%,-8%
C[C@H](NC(=O)c1nc[nH]c1C(=O)N[C@@H](C)c1ccccc1)c1ccccc1,-0.3,-27%,0%,-2%,5%,-10%,5,5%,?
CCOC(=O)c1cnn(-c2nc(OC)cc(OC)n2)c1C(F)(F)F,-0.9,11%,1%,14%,7%,-5%,6,-1%[1.53 µM],11%
S=C(NCc1ccncc1)Nc1cccc(Cl)c1,-0.4,-6%,-7%,0%,1%,i,-3,0%,4%
Cn1nc(-c2ccccc2F)c2cc(C(=O)Nc3ccc4c(c3)OCCO4)sc21,2.2,1%,-4%,-7%,7%,-10%[57.5 µM],-1,-25%,?
O=C(O)c1cccc(Nc2ncnc3scc(-c4ccccc4)c23)c1,nt,nt,nt,3%,nt,-22%,nt,0%,27%
O=C(NC(=S)Nc1ccccn1)c1cncc(Br)c1,-1.3,-4%,-24%,6%,-7%,-13%,-9,-3%,-7%
COc1ccccc1N1CCN(C(=O)c2cc(-c3ccccc3)nc3c2cnn3C(C)C)CC1,-1.5,-6%,3%,0%,-1%,-25%,21,4%,11µM*
Cc1cnc(C(=O)Nc2ccc(C)c(S(=O)(=O)N3CCCCC3)c2)cn1,-1.6,-10%,-2%,1%,3%,i,-27,-15%,24%
COc1ccc(C(=O)N(C)Cc2ccon2)cc1OC1CCN(C(C)C)CC1,-0.4,1%,2%,11%,0%,-8%,-6,-5%,11%
O=C(NCCCNC(=O)c1ccccn1)c1ccc(Cl)cc1,1.5,-3%,-1%,3%,-1%,i,7,-5%,1%
CCN1C(=O)N[C@@H](CCc2ccccc2)C(C(C)=O)=C1C,-1.0,-3%,27µM*,3%,2%,-23%,-3,2%,15%
C/C(=N\OCC(=O)OC(C)C(=O)Nc1ccc(C(N)=O)cc1)c1ccc2c(c1)OCO2 (stereo not drawn),-5.2,-15%,-9%,-9%,11%,-28%,-1,1%,5%
CSc1ncc(Cl)c(C(=O)Nc2ccccc2Cl)n1,-3.0,6%,-2%,-1%,-8%,-22%,2,-3%,-11%
O=C(COc1ccc(Cl)cc1)N1CCN(S(=O)(=O)c2ccc(Cl)cc2)CC1,-1.8,6%,-6%,5%,14%,-23%,nt,8%,0%
O=C(NCc1ccccc1)c1ccc(-c2ccccc2F)o1,-3.4,-6%,-5%,5%,6%,i,nt,2%,?
CC(C)(C)n1nnnc1C(c1cc2ccccc2o1)N1CCCC1 (stereo not drawn),0.2,8%,1%,-3%,-11%,i,2,2%,13%
COc1cc(/C=C2/NC(=O)N(CC(=O)Nc3ccc(C)cc3)C2=O)ccc1Oc1ccc([N+](=O)[O-])cn1,-1.0,-2%,-7%,-9%,-2%,i,-12,-13%,5%
O=C(c1ccc([N+](=O)[O-])cc1)N1CCC(Cc2ccccc2)CC1,-0.2,-4%,?,9%,12%,-37%[inhibitor],5,-8%,?
Cc1nc(NC(=O)C(C)Oc2cccc(Cl)c2)sc1C(=O)N(C)C (stereo not drawn),-3.0,6%,-5%,2%,1%,-1%,1,-16%,3%
Cc1cccc(/C=N/Nc2nncc3ccccc23)c1,-5.1,-17%,-10%,2%,8%,-89%[inhibitor],-15,7%,?
COc1ccc(CCN(C)C2CCCN(C(=O)Cn3cnnn3)C2)cc1OC (stereo not drawn),-3.1,13%,-2%,22%,-1%,-12%,0,-9%,0%
Cn1c(/C(C#N)=C(\O)c2cc(Cl)sc2Cl)nc2ccccc21,-3.8,-2%,-18%,-1%,3%,-12%,-3,-7%,-13%
Cc1cccc(NC(=O)c2cnc3ccccn3c2=O)c1,3.8,-9%,-9%,-2%,2%,-83%[inhibitor],6,1%,5%
CCN(CC)CCN1C(=O)C(=O)/C(=C(/O)c2cccc(OC)c2)C1c1ccccn1 (stereo not drawn),-2.4,-7%,-5%,-4%,2%,i,-4,-2%,8%
c1cncc(CNC2CCCc3ccccc32)c1 (stereo not drawn),0.4,10%,-1%,3%,7%,i,nt,-3%,0%
COc1ccc(-c2nc(C(=O)NCC3CCCO3)cc3c2[nH]c2ccccc23)cc1 (stereo not drawn),-0.8,-17%,9%,-5%,0%,i,2,?,10µM*

# Screening results from PubChem BioAssay.

# Some of the compounds tested. The share of hits here may be higher or lower than overall.
